FLuc inh counter: Photinus pyralis luciferase inhibition counter-screen; ATPLite firefly luciferase biochemical luminescence, 10 min; inhibition, % at 10 µM; P08659; AID 1006; hit rate 1.5% among 200,000;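 active means inhibition above about 50% when tested at 10 µM, limit read from the data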
Target sequence (P08659 whole entry, looked up): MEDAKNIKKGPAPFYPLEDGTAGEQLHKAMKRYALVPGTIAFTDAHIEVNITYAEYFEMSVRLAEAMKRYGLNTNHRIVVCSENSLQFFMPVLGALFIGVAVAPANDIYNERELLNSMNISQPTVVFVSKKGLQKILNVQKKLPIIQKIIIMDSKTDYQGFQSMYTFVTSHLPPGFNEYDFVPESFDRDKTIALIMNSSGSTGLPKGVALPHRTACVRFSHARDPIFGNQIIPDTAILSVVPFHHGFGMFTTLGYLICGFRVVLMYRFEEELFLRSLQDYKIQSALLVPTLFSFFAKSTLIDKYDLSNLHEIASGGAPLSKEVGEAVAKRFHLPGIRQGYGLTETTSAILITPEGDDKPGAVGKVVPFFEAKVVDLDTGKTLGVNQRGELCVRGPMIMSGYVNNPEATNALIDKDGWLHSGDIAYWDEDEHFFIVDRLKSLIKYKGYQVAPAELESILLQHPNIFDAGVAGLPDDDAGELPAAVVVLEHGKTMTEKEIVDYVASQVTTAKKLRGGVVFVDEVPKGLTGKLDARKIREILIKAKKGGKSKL
NF-kB expr up: NF-kB expression increase, human neuronal cells; fold change at 12.5 µM; NF-kB reporter expression; active compounds read high; hit rate 1.6% among 190,000; in the data active means fold change above about 3.3
APP 5'UTR act: APP 5'UTR luciferase reporter activation; SH-SY5Y APP 5'UTR luciferase reporter, luminescence; zero percent = DMSO vehicle wells; activation, % at 2 µM; hit rate 1% among 190,000; AID 1276;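 active means activation above a set limit, based on mean plus 3 SD of controls, cut at about 140% in these data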; further: values of inactives mirror those of a sister screen read the other way
Hsp70 act: Hsp70 transcriptional activation, primary screen; hit rate 0.04% among 200,000; activation, % at 10 µM; HeLa Hsp70 promoter luciferase reporter, luminescence; scaled: vehicle 0, proteasome-inhibitor control 100%;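 active means activation above the mean across all tested compounds plus 3 SD, cutoff set per campaign, cut at about 5.5% in these data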;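 further: 100% = MG132 at 30 µM as the positive control and 0% = DMSO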
STAT1 act: activators of IFN-gamma induced STAT1 signaling; NIH 3T3 STAT1-luciferase reporter, luminescence; 100% = IFN-gamma alone, no compound; activation (% of control), % at 5.5 µM; hit rate 2.6% among 200,000;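 active means activation above the screen-wide mean activation plus 3 SD, cut at about 130% in these data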;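 further: raw ratio to IFN-gamma control signal so 100% means no change and 0% no light; values of inactives mirror those of a sister screen read the other way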
G6PDH CS: counter-screen for G6PDH assay hits: L. mesenteroides G6PDH inhibition; Purified L. mesenteroides G6PDH, diaphorase/resazurin coupled fluorescence, 45 min; inhibition, % at 5 µM; hit rate 0.12% among 200,000; AID 1020; in the data active means inhibition above about 50%
FLuc stim CS: firefly luciferase counter-screen for stimulation assays | P08659 | ATPlite luciferase biochemical, luminescence, 10 min; 0 = ATP-free wells, 1 = DMSO control | activation factor at 10 µM | 200,000 tested, under 10 active | AID 1027;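 active means luciferase activation factor, scaled between plate controls, of at least 2 with compound at 10 µM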
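Assay system: Luciferase/luciferin detection reagent, cell-free biochemical luciferase assay / Read-out: luciferase activation / Benchmarks: No-ATP low control, compound-free enzyme-plus-ATP high control / Medium: PBS buffer for ATP / Detection: luminescence measurement of luciferase light output / Schedule: 10 min at ambient temperature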
DTT redox prof: compounds producing H2O2 with reducing agent – biochemical, NIH compound library profiling, artefact control for MLSCN library redox annotation, primary screen; hit rate 0.03% among 200,000; AID 878; DTT-dependent redox cycling H2O2, phenol red/HRP absorbance; 100% = 100 µM peroxide control, 0% = buffer; activation, % at 10 µM;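 active means activation of at least 50% relative to the plate's high and low controls in the primary single-dose screen; inactive means activation below 50%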;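 further: compound incubated with DTT at 0.8 mM final as the reducing agent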
HMGR II inh: blocks class II HMG-CoA reductase of Enterococcus faecalis; purified E. faecalis HMGR, NADPH absorbance 340 nm kinetic; inhibition, % at 10 µM; hit rate 0.41% among 190,000; AID 1066;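 active means inhibition above a set limit, the median over all tested compounds plus 3 SD, cut at about 9.5% in these data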;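 further: enzyme runs in reverse so mevalonate oxidation gives rising NADPH absorbance; 0% = complete reaction with DMSO and 100% = background rate lacking mevalonate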
APP 5UTR inh: APP translation inhibition; hit rate 0.82% among 190,000; AID 1285; SH-SY5Y APP 5'UTR-luciferase reporter, luminescence; inhibition, % at 2 µM;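 active means inhibition above a set limit, derived from the sample mean plus 3 SD, cut at about 45% in these data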; further: values of inactives mirror those of a sister screen read the other way
Numbers without * were called inactive; x = no result given.

compound	FLuc inh counter	NF-kB expr up	APP 5'UTR act	Hsp70 act	STAT1 act	G6PDH CS	FLuc stim CS	DTT redox prof	HMGR II inh	APP 5UTR inh
CC(C)Cc1nc2oc3c(NCc4cccnc4)ncnc3c2c2c1CCC2	-3	1.4	1	-0.3	106	2	1	-0.7	-4	-1
Cc1nnc(SCC(=O)Nc2cc(C(F)(F)F)ccc2N2CCOCC2)o1	-9	1	24	-0.4	101	10	1.1	1.7	-1	-24
O=C(CNC(=S)N(CCCN1CCOCC1)Cc1cccs1)NC1CCCCCCC1	-9	1.1	-12	0.6	93	4	1.1	-0.3	0	12
COc1ccc(S(=O)(=O)NC2(C(F)(F)F)N=C(c3ccccc3)NC2=O)cc1 (centres undefined)	-5	1.3	24	-0.4	114	4	1	0.2	-3	-24
COc1cc(C(=O)NC(=S)N(CCc2ccccc2)CCc2ccccc2)cc(OC)c1OC	-8	1.1	-5	-0.4	96	14	1.1	-0.1	-1	6
CC1CCCC(C)N1NC(=O)c1ccc(Cl)c(S(N)(=O)=O)c1 (centres undefined)	-2	1.2	-14	-0.5	101	-4	1	-0.6	-2	14
COc1ccccc1NC(=O)c1cc(C)oc1C	1	1.1	16	-0.1	104	6	1	0.8	4	-16
COc1ccc2oc(=O)c(C(=O)O)cc2c1	1	1.2	-15	0.0	101	14	1	0.8	-4	15
O=C(O)c1ccc(CSCc2ccco2)cc1	-5	1.1	0	-0.3	103	15	1.1	3.2	-7	0
O=C(Oc1cccc(-c2cnc3ccccc3n2)c1)c1ccco1	5	3.5*	122	0.0	105	2	0.9	0.0	-5	-122
Cc1ccc(NC(=O)C2CCCN2C(=O)Oc2ccccc2)c(C)c1 (centres undefined)	-4	1	-10	-0.5	85	16	1	0.6	4	10
O=C(c1ccc(C(F)(F)F)cc1)C1CCCN(C(=O)CCN2CCCO2)C1 (centres undefined)	-8	0.93	19	0.0	110	10	1.1	-0.5	-3	-19
N#CCCn1ccc(NC(=O)c2ccc(Cl)cc2)n1	4	1.3	10	-0.5	105	-11	1	-0.4	2	-10
O=C(O)C12CC3CC(C1)CC(n1ncc(NCc4ccccc4)c(Cl)c1=O)(C3)C2	0	1.1	5	0.2	107	4	1	-0.2	-2	-5
CN(C)CCCNC(=O)Cc1ccc(Br)cc1	-7	0.95	16	0.2	100	11	1.1	2.8	3	-16
O=C(Nc1ccc2oc(-c3ccccc3)nc2c1)c1ccc2c(c1)OCCO2	1	0.88	24	0.0	102	-2	1	1.5	5	-24
CC(=O)Nc1ccc(NC(=O)Cc2ccc(F)cc2)cc1	-8	1.2	5	0.0	106	20	1.1	-1.2	-2	-5
CCOC(=O)c1cccc(NC(=O)Cn2c(CC(=O)N3CCCC3)nc3ccccc32)c1	-2	0.71	9	-0.2	105	-3	1	0.0	-6	-8
Nc1nc(Cl)cc(N2CCC(c3cc(-c4ccc(Cl)cc4Cl)n[nH]3)CC2)n1	-7	0.51	-18	-0.3	91	5	1.1	12	-9	18
O=C1N2c3ccccc3CCc3cccc(c32)C1(O)C(F)(F)F (centres undefined)	-9	1.4	12	-0.2	102	-6	1.1	2.5	-2	-12

Some of these compounds in order of their number in HMGR II inh, low to high:
Structure	NF-kB expr up	APP 5'UTR act	Hsp70 act	STAT1 act	DTT redox prof	HMGR II inh	APP 5UTR inh
Nc1nc(Cl)cc(N2CCC(c3cc(-c4ccc(Cl)cc4Cl)n[nH]3)CC2)n1	0.51	-18	-0.3	91	12	-9	18
N#CCCn1ccc(NC(=O)c2ccc(Cl)cc2)n1	1.3	10	-0.5	105	-0.4	2	-10
Cc1ccc(NC(=O)C2CCCN2C(=O)Oc2ccccc2)c(C)c1 (centres undefined)	1	-10	-0.5	85	0.6	4	10

Next compounds follow:
compound	FLuc inh counter	NF-kB expr up	APP 5'UTR act	Hsp70 act	STAT1 act	G6PDH CS	FLuc stim CS	DTT redox prof	HMGR II inh	APP 5UTR inh
O=C(NNC1CC(=O)N(c2ccc3c(c2)OCCO3)C1=O)c1ccccc1 (centres undefined)	-4	1.5	14	0.0	98	4	1	0.9	-2	-14
COc1ccc(N2CCN(CCCNC(=O)C3CCN(S(=O)(=O)N4CCOCC4)CC3)CC2)cc1	-1	0.97	1	0.0	101	-2	1	-0.2	-3	-2
Cc1ccc(Cl)c(NC(=O)CN2CCN(C=O)CC2)c1	-8	1.2	-6	0.0	103	4	1.1	-0.1	0	6
O=S(=O)(Nc1nc2ccccc2nc1NCCO)c1cccc(Cl)c1	0	1.1	2	-0.4	103	1	1	1.7	-4	-2
Cc1ccccc1CNc1nc(N)n(-c2ccccc2)n1	2	0.89	0	-0.1	113	4	1	-0.7	0	0
Fc1ccc(CSc2nncn2NCc2ccccc2)cc1	-4	0.87	21	-0.6	99	7	1	3.0	-8	-21
O=C(CCc1ccccc1)NNC(=O)c1ccc(NC(=O)c2ccccc2)cc1	1	1.2	-10	-0.3	96	-1	1	-0.4	-8	10
O=C(CSc1nnnn1-c1ccc(Cl)cc1)NC(=O)Nc1ccc2c(c1)OCCO2	5	2	45	0.9	116	6	0.9	-2.7	-4	-45
CNC(=S)N/N=C/c1cc(C)n(-c2ccc(Cl)c(Cl)c2)c1C	-3	1.4	21	-0.3	114	-8	1	-0.3	0	-21
CCCc1cc(=O)[nH]c(SCC(=O)Nc2nonc2N)n1	-10	1.3	2	-0.3	102	0	1.1	-0.6	-8	-2
CCOC(=O)N1CCN(c2cccc(C)c2C)CC1	-7	1.6	6	-0.1	100	0	1.1	0.8	-4	-6
COc1ccc(C(=O)NC(=S)N2CCCCC2)cc1[N+](=O)[O-]	-3	1.2	-19	-0.2	98	-1	1	x	3	19
C/C(=C\C(=O)c1ccc(Cl)cc1)Nc1ccc(N2CCOCC2)cc1	-7	1.1	9	-0.3	102	6	1.1	0.0	2	-9
Cc1cc(/C=C(\C#N)C(=O)Nc2ccccc2)c(C)n1-c1cccnc1	51*	1.5	83	0.2	133*	-40	0.5	0.6	0	-83
Cc1nc(-c2cccc(-c3noc(C)n3)c2)no1	-3	1	12	-0.1	105	13	1	2.5	-10	-12
Cc1nc2c(-c3ccc(F)cc3)c(C)nn2c(C)c1CCC(=O)N1CCN(c2ccccc2)CC1	-9	1.1	3	0.0	94	2	1.1	-0.9	-6	-2
CCOC(=O)c1ccc(NC(=O)C2CCCN(S(=O)(=O)c3ccc(F)cc3)C2)cc1 (centres undefined)	-11	0.48	4	-0.3	102	3	1.1	0.6	0	-4
CCOc1ccc2ccccc2c1/C=N\NC(=O)OC	-4	1	3	-0.2	105	4	1	-0.5	-4	-3
COc1ccccc1/C=C/C(=O)Oc1cccc2cccnc12	-2	0.91	2	-0.3	103	16	1	-0.6	5	-2
Cc1ccc(S(=O)(=O)NCC2CCC(C(=O)O)CC2)cc1 (centres undefined)	-2	0.99	2	0.3	101	18	1	2.5	-5	-2
COc1ccc(NCc2nc3ccccc3n2CCOc2ccc(C)cc2)cc1	-2	1.8	17	-0.2	99	-2	1	-0.1	0	-17
C[C@@H](C[C@@H](O)[C@H](O)C(C)(C)O)[C@@H]1CC[C@]2(C)C3=CC[C@H]4C(C)(C)C(=O)CC[C@]4(C)[C@H]3CC[C@@]12C	-7	0.88	16	-0.4	86	14	1.1	1.4	1	-16
CCOC(=O)c1sc2nc(CC(=O)OC)nc(N3CCN(c4ccc(OC)cc4)CC3)c2c1C	-4	0.68	-9	-0.4	96	4	1	-0.6	-10	9
Cc1cc2nnc(SCC(=O)Nc3cc(S(=O)(=O)N4CCOCC4)ccc3Cl)n2c2ccccc12	-1	0.68	15	-0.5	104	1	1	-0.4	-2	-15
CCCCn1c(N)c(Sc2ccc(Cl)cc2)c(=O)[nH]c1=O	-4	1.2	10	-0.2	98	2	1	0.1	-2	-10
CC(C)Cn1cc(C(=O)NCCCOC(C)C)c2c3ccccc3n(C)c2c1=O	-4	0.73	x	0.0	104	4	1	1.1	-7	x
COc1ccc(-c2nc3cc(C)ccn3c2NCc2ccc3c(c2)OCO3)cc1	11	1.1	-1	-0.4	110	13	0.9	-0.6	-4	1
COc1ccc(CSC2=CS(=O)(=O)c3ccccc3N2)cc1	-8	0.93	19	-0.1	105	7	1.1	-0.3	-1	-19
O=C1NC(c2ccc(Cl)cc2)=COc2ccccc21	2	1	14	-0.2	108	2	1	-1.7	-1	-14
COc1ccccc1CNC(=O)C[n+]1ccccc1	-7	1.1	7	0.0	104	0	1.1	0.1	-10	-7
CC(=O)Nc1ccc(Oc2cc(NC(C)=O)cc([N+](=O)[O-])c2)cc1	-4	1.1	14	-0.1	97	0	1	-1.2	-1	-14
Cc1ccc(Cl)cc1-c1ccc(/C=N/n2cnnc2)o1	-8	1.1	0	-0.2	99	-4	1.1	1.4	-4	0
CCOc1ccc(-c2cc(CCCC(=O)NCc3ccco3)no2)cc1	13	0.83	-41	-0.5	94	-3	0.9	-0.4	5	41
N/C(=N\c1nc2ccccc2o1)NC(=O)c1ccccc1NC(=O)c1ccccc1	-4	1.2	3	-0.4	97	-32	1	4.0	-3	-3
CN(C)C=Nc1ncc2c3ccccc3n(CCN(C)C)c2c1C#N	-5	0.97	0	0.0	108	3	1	0.0	-4	0
O=C(c1ccco1)N1CCN=C1SCc1cccnc1	-2	1.1	22	-0.1	102	3	1	2.6	-1	-22
Cc1cccc(Oc2ncnc3oc(-c4ccccc4)cc23)c1C	-1	0.92	3	-0.2	102	-28	1	0.4	0	-3
Cc1ccc2c(c1)c1c3n2CCCNC3CCC1 (centres undefined)	-2	1.1	7	0.1	91	8	1	2.1	-3	-7
O=C(c1ccccc1)N1CCN(c2ccccc2F)CC1	-9	1.1	3	-0.3	105	-7	1.1	2.8	1	-3
CC(C)N=C(NC#N)SCc1ccc(F)cc1	-3	1.1	5	0.1	105	2	1	-0.7	2	-5
COC(=O)c1ccc(C(=O)OC)c(NC(=S)N2CCCC(CO)C2)c1 (centres undefined)	-8	1.3	4	0.0	105	-10	1.1	-2.3	-1	-4
CN(C)S(=O)(=O)c1ccc(C(=O)OCC(=O)NCc2ccco2)cc1	-2	0.98	6	0.0	99	5	1	0.3	-2	-6
CSCCC(NC(=O)c1ccc(Cl)cc1)C(=O)OCC(=O)Nc1cc(Cl)ccc1C#N (centres undefined)	-2	0.88	7	-0.4	91	-2	1	0.1	-2	-7
Fc1ccc(C2=CC(c3ccc(Br)o3)n3ncnc3N2)cc1 (centres undefined)	3	1	-4	-0.1	91	0	1	-0.7	6	4
CCCN(CCC)CCSc1nc(O)c(C(C)C)c(=O)[nH]1	1	1	5	-0.1	97	5	1	1.6	-8	-5
Cc1ccc(S(=O)(=O)Nc2ccc(C(=O)Nc3ccncc3)cc2)cc1	-9	1.2	36	-0.5	81	-1	1.1	-0.6	-5	-36
Cc1csc(NC(=O)c2nc(-c3ccccc3)n(-c3ccccc3)n2)n1	-6	0.79	-5	-0.3	89	4	1.1	-0.5	-1	5
CCOc1cccc(C(=O)Nc2cnn(Cc3ccccc3)c2)c1	-2	1.5	1	0.0	89	8	1	-6.1	-3	-1
O=C(Nc1cccc(C(F)(F)F)c1)c1ccc(-n2cncn2)nc1	-3	0.89	4	0.1	81	0	1	-1.4	-4	-4
COc1ccc(C(=O)NCC(=O)NCC2(N(C)C)CCCCC2)cc1OC	-11	0.87	-2	-0.1	101	-1	1.1	-0.1	0	2
